hIAP act – human IAP activation | purified human IAP, CDP-Star luminescence, 30 min; active compounds read high; 1 = vehicle-only enzyme, 0 = enzyme-free background | activation factor at 10 µM | 330,000 compounds, 0.16% hits | AID 2524;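 active = activation factor of the enzyme at least 2-fold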; also: the source names both 10 and 20 µM as test concentration; values of inactives mirror those of a sister screen read the other way
hIAP inh – human IAP inhibition; P09923; purified IAP, CDP-Star luminescence, 30 min; inhibition, % at 10 µM; 330,000 compounds, 0.12% hits; AID 2544;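 active = inhibition reaching a set limit with compound at 10 µM in the primary screen, cut at about 35% in these data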;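 also: plate controls were DMSO wells with enzyme for no effect and no-enzyme buffer wells for full effect; values of inactives mirror those of a sister screen read the other way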
mIAP activ – mouse IAP activation | muIAP, CDP-Star luminescence, 30 min; active compounds read high; 1 = vehicle-only enzyme signal, 0 = enzyme-free wells | activation factor at 10 µM | 330,000 compounds, 0.24% hits | AID 2805;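 active = activation factor of at least 2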; also: the source names both 10 and 20 µM as test concentration; values of inactives mirror those of a sister screen read the other way
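Assay system: mouse IAP enzyme; reagent: chemiluminescent substrate CDP-Star; dosing: test compounds delivered from DMSO solution; schedule: 30 min at room temperature; measured by: luminescence from enzymatic CDP-Star hydrolysis; controls: DMSO-only wells and no-enzyme negative control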
mIAP inh – mouse IAP inhibition; purified mouse IAP, CDP-Star luminescence, 30 min; inhibition, % at 10 µM; 330,000 compounds, 0.2% hits; AID 2806;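 active = inhibition of at least 40% at 10 µM in the primary screen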;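 also: plate controls were DMSO with enzyme for no effect and no enzyme wells for full effect; values of inactives mirror those of a sister screen read the other way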
TIM10 inh – growth inhibitors of TIM10 yeast strain | inhibition, % at 10 µM | 330,000 compounds, 1.4% hits | S. cerevisiae TIM10 strain growth, BacTiter-Glo luminescence, 24 h | AID 463195;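 active = inhibition of 40% or more at the single tested concentration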;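 also: wild-type TIM10 isogenic control strain grown at permissive 25 °C; 0% = DMSO yeast wells and 100% = minimal medium wells without yeast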
ATG4B inh – inhibitors of human ATG4B cysteine protease; Q9Y4P1; ATG4B cleavage of LC3-PLA2, NBD-HPC fluorescence, 1 h; inhibition, % at 8.33 µM; 340,000 compounds, 0.51% hits; AID 504462; in the data active = inhibition above about 40%
tim10-1 inh – tim10-1 yeast growth inhibition; S. cerevisiae tim10-1 ts strain growth, BacTiter-Glo, 24 h; inhibition, % at 20 µM; 330,000 compounds, 2.2% hits;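 active = inhibition of at least 40%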;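 also: mutant grown at 25 °C; 0% = DMSO wells with yeast and 100% = wells holding no yeast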
Apaf-1 inh – human Apaf-1 inhibition; 330,000 compounds, 0.71% hits; reconstituted apoptosome caspase-3 activity, DEVD-Rh110 fluorescence; O14727; inhibition, % at 20 µM; AID 489030; active = inhibition of at least 40% at 20 µM;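 also: plate controls were DMSO wells for no effect and DEVD-CHO caspase inhibitor wells for full effect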
Target sequence (O14727 whole entry, looked up): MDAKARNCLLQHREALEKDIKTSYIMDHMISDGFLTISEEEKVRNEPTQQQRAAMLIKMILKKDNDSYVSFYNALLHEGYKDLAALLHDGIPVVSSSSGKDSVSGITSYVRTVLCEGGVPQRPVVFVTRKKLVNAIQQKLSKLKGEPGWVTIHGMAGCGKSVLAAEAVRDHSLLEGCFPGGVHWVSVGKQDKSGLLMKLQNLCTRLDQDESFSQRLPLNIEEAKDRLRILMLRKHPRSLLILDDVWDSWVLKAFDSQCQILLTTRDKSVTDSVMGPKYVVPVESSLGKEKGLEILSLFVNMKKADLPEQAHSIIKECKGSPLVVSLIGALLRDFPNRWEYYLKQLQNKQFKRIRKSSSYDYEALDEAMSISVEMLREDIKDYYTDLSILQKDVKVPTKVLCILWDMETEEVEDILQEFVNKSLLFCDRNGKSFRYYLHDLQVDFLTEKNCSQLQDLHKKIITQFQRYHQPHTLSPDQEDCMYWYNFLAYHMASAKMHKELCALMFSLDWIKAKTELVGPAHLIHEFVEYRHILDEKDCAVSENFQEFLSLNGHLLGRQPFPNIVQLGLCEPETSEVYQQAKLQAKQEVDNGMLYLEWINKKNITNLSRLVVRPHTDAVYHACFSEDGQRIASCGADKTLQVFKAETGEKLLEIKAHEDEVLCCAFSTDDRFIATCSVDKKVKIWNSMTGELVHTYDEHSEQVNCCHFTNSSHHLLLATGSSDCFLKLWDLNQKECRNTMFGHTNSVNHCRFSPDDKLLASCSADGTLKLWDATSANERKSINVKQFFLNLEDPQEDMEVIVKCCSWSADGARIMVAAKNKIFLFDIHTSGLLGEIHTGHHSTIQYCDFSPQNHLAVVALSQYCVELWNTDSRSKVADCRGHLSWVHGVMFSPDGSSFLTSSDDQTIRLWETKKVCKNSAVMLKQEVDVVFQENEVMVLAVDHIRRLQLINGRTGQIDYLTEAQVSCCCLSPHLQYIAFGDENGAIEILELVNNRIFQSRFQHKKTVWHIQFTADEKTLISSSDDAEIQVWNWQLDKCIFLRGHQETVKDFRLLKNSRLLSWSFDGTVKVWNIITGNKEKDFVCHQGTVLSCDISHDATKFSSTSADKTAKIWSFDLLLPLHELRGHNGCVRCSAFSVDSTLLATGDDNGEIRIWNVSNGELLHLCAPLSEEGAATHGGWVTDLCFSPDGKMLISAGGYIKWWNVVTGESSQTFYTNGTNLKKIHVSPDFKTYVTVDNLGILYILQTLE
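System – cell-free apoptosome with Apaf-1, procaspase-3 and caspase-9 · Buffer or medium – pH 7.5 Hepes buffer with CHAPS, BSA, DTT · Also added – cytochrome c with DEVD-Rh110 · Times – 30 min compound preincubation, 50 min activation, room temperature · Technique – Rh110 fluorescence intensity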
NLRP3 yeast inh – NALP3 inhibition in yeast. inhibition, % at 10 µM. 330,000 compounds, 0.39% hits. AID 2825. Yeast reconstituted NLRP3/ASC/caspase-1, beta-gal luminescence, 24 h;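 active = inhibition of 50% or more; inactive = inhibition below 50%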;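 also: plate controls were induced DMSO wells for no effect and uninduced yeast grown without galactose for full effect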
Active calls of the source: *; / = not tested or not shown; & = joins results of further samples.

SMILES	hIAP act	hIAP inh	mIAP activ	mIAP inh	TIM10 inh	ATG4B inh	tim10-1 inh	Apaf-1 inh	NLRP3 yeast inh
CCCCN(C(=O)C1CSC2(C)CCC(=O)N12)c1c(N)n(CC(C)C)c(=O)[nH]c1=O (centres undefined)	0.88	12	0.91	10	2	-2	-7	-19	11
CC1CCC(C(C)C)C(OC(=O)Cn2c(-c3ccccc3)[n+](C)c3ccccc32)C1 (centres undefined)	0.81	19	0.93	7	16	6&8	17	3	-4
CCOc1cc(/C=C/C(=O)c2ccc(OC)c(CN3CCOCC3)c2)cc(Br)c1O	0.92	8	0.98	2	4	-18	31	9	28
CCC(C(=O)N1CCC(C(N)=O)CC1)n1nc(C)n2c(cc3occc32)c1=O (centres undefined)	1	0	1	-3	2	-2	19	-3	6
CCOC(=O)N1CCN(C(=O)c2ccc3c(=O)n(CCC4=CCCCC4)c(=O)[nH]c3c2)CC1	1.4	-38	1	-1	13	-14	1	24	7
COc1cccc(C(=O)Oc2cc(-c3ccccc3)no2)c1	1.1	-14	1	-1	-1	-1	12	8	21
Cc1ccc(/C=C/C(=O)Nc2ccc(S(=O)(=O)Nc3cc(C)nc(C)n3)cc2)cc1	0.94	6	1	-5	-12	-5	11	4	7
CN1CC(C(=O)O)Cc2c1ccc1ccccc21 (centres undefined)	1	0	0.93	7	1	7	-7	9	9
CCOc1cc(NS(=O)(=O)c2ccc(NC(C)=O)cc2)c(OCC)cc1NC(=O)c1cccs1	1.1	-5	1.1	-5	2	-8	0	12	-19
CCOC(=O)c1cnc(SCC(=O)c2ccc3c(c2)OCCO3)nc1N	1.1	-9	1.1	-7	16	6	11	-2	12
Cc1nc(-c2ccc(NC(=O)CC(C)C)cc2)cs1	0.88	12	1	-2	16	-2	30	-13	27
CCc1ccc(/C(C)=N/NS(=O)(=O)c2ccc(OC)cc2)s1	0.96	4	1.1	-10	27	-9	10	23	24
CCCCN(C(=O)/C=C/c1ccccc1)C1CCS(=O)(=O)C1 (centres undefined)	0.96	4	0.96	4	2	2	9	3	-3
CC1(OC(=O)CCc2ccccc2)C(=O)C=C2C=C(c3ccc(C#N)cc3)N(c3ccccc3)C=C2C1=O (centres undefined)	1.2	-19	0.98	2	6	5	14	18	13
COc1ccc(N2C(=O)CC(N3CCN(Cc4ccc5c(c4)OCO5)CC3)C2=O)cc1 (centres undefined)	0.91	9	1.1	-6	0	6	25	-5	17
CCN(CC)S(=O)(=O)c1ccc(Oc2ccccc2OC)cc1	1.1	-6	1.1	-6	2	-2	9	10	3
Cc1ccc(S(=O)(=O)N2CCN(CCNC(=O)C(=O)NCc3ccccc3)CC2)cc1	0.95	5	0.92	8	8	-17	-23	-4	10
COCCNC(=O)CCN1N=C(c2ccccc2)CCC1=O	1.1	-6	0.93	7	-1	-3	9	1	5
CCS(=O)(=O)N1CCN(C(=O)c2cccc(OC)c2)CC1	1.2	-19	1	0	1	-5	6	8	4
CCN(CC)C(=O)c1ccc2c(=O)n(Cc3ccc4c(c3)OCO4)c(=S)[nH]c2c1	0.89	11	0.94	6	-6	-5	1	14	5
CCn1nnc2cc(C(=O)Nc3ccc(C(=O)OC(C)C)cc3)ccc21	1	-2	0.97	3	8	-8	15	5	15
CCN(CC)S(=O)(=O)c1ccc(NS(=O)(=O)c2ccc(F)cc2)cc1	1.4	-38	0.98	2	-6	-6	9	-2	11
Cc1ccc(/C(N)=N/OC(=O)c2ccco2)cc1	1.1	-6	0.96	4	52*	-8	46*	1	13
COc1nc(N(C)S(=O)(=O)c2ccc(C)cc2)nc(C)c1Br	1.1	-7	1.1	-5	-4	1	2	12	27
O=C1CC(c2cccc(Cl)c2)CC(O)=C1C=Nc1cccc(Cl)c1 (centres undefined)	0.92	8	1	0	79*	-1	15	18	25
SMILES	hIAP act	hIAP inh	mIAP activ	mIAP inh	TIM10 inh	ATG4B inh	tim10-1 inh	Apaf-1 inh	NLRP3 yeast inh
C=CCNc1cc(N2CCCC2)ccc1[N+](=O)[O-]	1.2	-15	0.87	13	-17	8	5	-3	50
CCS(=O)(=O)Nc1cccc(C(=O)O)c1	0.91	9	1.1	-7	2	-3	15	-4	-2
O=C(Nc1ccc(F)cc1F)NC1CC1	0.76	24	0.94	6	4	-2	9	-4	10
CN(C)C(=O)C[n+]1ccc(/C=N/O)cc1	0.91	9	0.95	5	6	1	7	-6	-9
C=CCn1c(SCC(=O)N(C)C2CCS(=O)(=O)C2)nc2ccccc2c1=O (centres undefined)	0.95	4	0.93	7	9	-4	-2	-11	20
COc1ccc(Cn2c(=O)[nH]c3cc(C(=O)NCCCN4CCCC4)ccc3c2=O)cc1	0.88	12	0.9	10	7	-4	10	12	3
COc1ccc(OCCNC(=O)c2cc(C3CC3)nc3c2cnn3C(C)C)cc1	0.95	5	1	0	-1	0	-10	15	23
CCOc1ccc(NC(=O)c2ccc3c(=O)n(-c4ccc(OC)cc4OC)c(=S)[nH]c3c2)cc1	0.9	10	0.78	22	8	/	-18	19	-2
C/C(=C\C(=O)c1ccccc1)NNc1nc2ccccc2s1	1.2	-20	1	-2	34	-6	55*	25	-16
O=C(NCCCCC(NC(=O)c1ccc([N+](=O)[O-])cc1)C(=O)O)c1ccc([N+](=O)[O-])cc1 (centres undefined)	0.94	6	1	0	-2	-7	1	9	-9
N#C/C(=C/c1ccc(OCc2ccccc2)cc1)C(=O)NC1CCCCC1	1.1	-8	0.9	10	-11	-3	17	12	24
Cn1c(SCC(=O)c2ccccc2)nnc1-c1ccco1	0.97	3	0.99	1	16	-2	15	-1	5
Cc1cccc(NC(=O)c2onc3c2CCCC3)n1	0.99	1	1.1	-5	13	14	19	3	6
COCCCNC(=O)CCCn1c(=O)c2ccccc2n(CC(=O)Nc2c(C)cccc2C)c1=O	0.86	14	1.1	-13	1	2	-5	-2	14
COc1ccc(C(=O)c2c3ccc(C(F)(F)F)cc3[n+]([O-])n2CCCN)cc1	1	-2	0.95	5	-2	16	7	15	12
O=C(Cc1cccs1)NCc1ccc2c(c1)OCO2	0.94	6	0.98	2	4	-16	2	-1	-6
Cc1csc(=O)n1CC(=O)OCC(=O)Nc1ccc(Cl)cc1F	1.2	-19	1	-2	-1	2	-17	5	7
Cc1ccc2c(NC(=O)c3ccco3)cccc2n1	0.85	15	0.91	9	1	3	15	-1	-4
CCCCC(=O)NNC(=S)NC(=O)CCC	1.7	-71	0.89	11	4	-8	11	-4	16
CCOc1ccc(CCN2C(=O)c3cccnc3C2=O)cc1OCC	0.9	10	1.1	-8	-3	1	10	-11	-1
CCN1CCN(C(=O)CN(c2cccc(Br)c2)S(=O)(=O)c2ccccc2)CC1	0.95	5	0.95	4	-2	-4	8	1	1
CC(=O)Nc1ccc(-c2csc(Nc3ccccn3)n2)cc1	0.93	7	0.96	4	-26	-11	62*	-17	2
Cn1cccc1C(=O)NC(=O)COC(=O)CCNS(=O)(=O)c1cccc(C(F)(F)F)c1	0.99	1	1	-2	12	-31	1	0	9
Cn1nnnc1Sc1ncnc2scc(-c3ccccc3)c12	0.8	20	0.91	9	12	0	20	-1	25
CCN(C(=O)COC(=O)Cc1c(F)cccc1Cl)c1c(N)n(Cc2ccccc2)c(=O)[nH]c1=O	1.1	-9	1	-1	12	-3	26	16	12
SMILES	hIAP act	hIAP inh	mIAP activ	mIAP inh	TIM10 inh	ATG4B inh	tim10-1 inh	Apaf-1 inh	NLRP3 yeast inh
CCOc1ccc(CN(C)CC(=O)NCc2ccccc2)cc1	1	-4	1.1	-8	-1	-2	10	-19	7
O=C(N/N=C1\CCCc2ccccc21)c1ccccc1[N+](=O)[O-]	0.91	9	1	0	16	-9	14	7	7
COc1cc(C(=O)N(CCc2ccccc2)C2=CC3CCC(C2)N3C)cc(OC)c1OC (centres undefined)	0.87	13	1.1	-5	-6	4	-14	-19	14
O=C(CSc1nnc2ccc(-c3ccc(Br)cc3)nn12)NCC1CCCO1 (centres undefined)	0.99	0	1.1	-6	6	-6	22	14	6
CC(C)CC(=O)Nc1ccc([N+](=O)[O-])cc1Cl	1.1	-6	0.98	2	8	-1	21	-7	22
O=C(CSc1nnc(-c2ccccc2F)o1)Nc1ccc(N2CCOCC2)cc1	1	-4	1	-2	-2	4	0	-13	3
Cc1ccc(S(=O)(=O)/N=C(/c2ccc(F)cc2)N(C)C)cc1	1.1	-12	1	-3	9	1	23	9	21
Nn1c(SCC(=O)Nc2ccc3c(c2)OCCO3)nnc(CCC(=O)O)c1=O	0.92	8	0.97	3	6	-7	0	-4	6
Cc1ccc(C)c(NC(=S)NCc2cccn2C)c1	0.89	11	1.1	-6	-7	/	26	-20	4
CCN1C(=O)/C(=C2/Sc3ccc(OC)cc3N2C)SC1=Nc1ccc(OC)cc1	1.1	-11	1	-1	-6	-11	12	-3	5
O=C(N/N=C/c1ccco1)c1ccc(NC(=O)c2ccc(Cl)cc2)cc1	1	0	1	-3	-17	-8	2	2	5
CC(=O)N(Cc1nc2sc(C)c(C)c2c(=O)[nH]1)C1CCCC1	0.97	3	1	-4	-14	7	9	4	-2
CCc1nnc(NC(=O)CSc2ccc(-c3ccccc3OC)nn2)s1	0.87	13	0.91	9	7	-6	11	-10	7
CNC(=O)C(NC(=O)c1ccccc1)=C(C)C	1.1	-10	1	0	-8	-7	-2	-5	22
CC(C)CCNC(=O)C(c1ccncc1)N(Cc1cccs1)C(=O)Cn1nnc(-c2ccc(F)cc2)n1 (centres undefined)	1	0	1.1	-10	11	-7	6	35	13
Cn1cc(CN2CCCC(CO)(Cc3ccccc3)C2)cn1 (centres undefined)	1.1	-9	1	-2	-1	7	2	-2	11
OCC[C@@H]1C[C@H](O)[C@@H](O)[C@@]2(Cc3ccccc3CO2)O1	1.1	-6	1.1	-13	-2	14	-14	5	-7
O=C(COc1ccc(F)cc1)OCCN1CCOCC1	0.81	19	0.94	6	-3	-3	-15	-4	12
O=C(c1ccc(F)cc1F)N1CCN(c2n[nH]c(=O)[nH]c2=O)CC1	1.2	-20	1	-1	2	-16	-4	-6	-6
O=C(c1coc(=O)c2ccccc12)N1CCN(Cc2ccccc2)CC1	1.1	-6	1	-1	-3	-10	10	1	0
Cc1cccc(NC(=O)CN2C(=O)CNC2=O)c1	0.95	5	0.98	2	0	0	9	-7	2
CSCC[C@H](NC(=O)NCc1ccccc1F)C(=O)O	1	-4	1	-5	-16	4	6	10	1
CN1CCN(NC(=O)c2ccc(Cl)c(S(=O)(=O)Nc3ccc(Cl)cc3)c2)CC1	1.1	-9	1	-5	-26	-5	-15	-16	4
CCC(=O)Nc1cc(C(F)(F)F)ccc1N1CCCC1	1	-1	1	-5	-5	2	-4	0	-6
COc1cccc(/C=N/NC(=O)C(=O)NCc2cccnc2)c1O	1.7	-71	0.94	6	-2	-4	17	-13	20

Five compounds drawn at random from those above:
SMILES	hIAP act	hIAP inh	mIAP activ	mIAP inh	TIM10 inh	ATG4B inh	tim10-1 inh	Apaf-1 inh	NLRP3 yeast inh
Cc1ccc(C)c(NC(=S)NCc2cccn2C)c1	0.89	11	1.1	-6	-7	/	26	-20	4
Nn1c(SCC(=O)Nc2ccc3c(c2)OCCO3)nnc(CCC(=O)O)c1=O	0.92	8	0.97	3	6	-7	0	-4	6
Cn1cc(CN2CCCC(CO)(Cc3ccccc3)C2)cn1 (centres undefined)	1.1	-9	1	-2	-1	7	2	-2	11
O=C(c1ccc(F)cc1F)N1CCN(c2n[nH]c(=O)[nH]c2=O)CC1	1.2	-20	1	-1	2	-16	-4	-6	-6
O=C(c1coc(=O)c2ccccc12)N1CCN(Cc2ccccc2)CC1	1.1	-6	1	-1	-3	-10	10	1	0

Compound activity as filed in PubChem.
